# Screening results (PubChem BioAssay)
# MITF TRPM1 HTS = activators of MITF-driven TRPM1 promoter activity in SK-MEL-5 cells | SK-MEL-5 TRPM1-promoter luciferase, 24 h; % of positive control, neutral wells = 0 | activation, % at 12.5 µM | 300,000 tested, 0.75% active;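 active = mean activation of at least 80% with every replicate also reaching 80%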;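 also: 0% = neutral control wells and 100% = parthenolide positive control wells; values of inactives mirror those of a sister screen read the other way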
# Pemphigus Ab inh = human desmoglein-3 autoantibody binding inhibition. DSG3-coupled beads, scFv-anti-DSG3-GFP binding, flow cytometry; active compounds read low. AID 588358. 310,000 tested, 0.48% active. binding (percent of control), % at 10 µM;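 active = binding more than 3 SD below its plate's average and above zero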;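 also: hits lower antibody fragment binding to DSG3; some compounds called inactive have numbers as strong as hits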
# SR-BI uptake up = activators of SR-BI mediated HDL lipid uptake | CHO ldlA[mSR-BI] cells, DiI-HDL uptake fluorescence, 3 h; 100 = double the neutral-control signal | activation, % at 12.5 µM | 320,000 tested, 0.096% active | AID 504775;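 active = mean replicate activation of at least 60% and every replicate at or above 60%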;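 also: 0% = median plate neutral-control signal and 100% = twice that signal; values of inactives mirror those of a sister screen read the other way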
#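 System: CHO ldlA[mSR-BI] cells / Medium: HEPES-buffered (25 mM, pH 7.4) F12 plus 0.5% BSA / Probe or stimulus: labelled HDL, 10 µg/mL / Doses: single compound concentration, delivered by pin transfer / Schedule: 3 h, 37 °C / Measured by: DiI fluorescence, bottom read / Measure: cell-associated DiI fluorescence as measure of HDL uptake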
# PKA-R1A act = activates the PKA-R1A holoenzyme complex; P00514+P68181; PKA-R1A dissociation, Cy5-IP20 fluorescence polarization; scaled: DMSO 0%, 113 µM cGMP 100%; activation, % at 11.4 µM; 340,000 tested, 0.083% active;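 active = percent activation above the mean of all tested compounds plus 3 SD, cut at about 19% in these data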;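 also: higher means more PKAc released from R1A so a rise in polarization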
# CDK5 inh = CDK5/p35 (human) kinase inhibition; Q00535+Q15078; Recombinant CDK5/p35, ADP-Glo luminescence, 60 min; inhibition, % at 10 µM; 330,000 tested, 0.01% active; AID 488839;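 active = highest replicate inhibition of at least 50% and at least 75% of replicates reaching 50%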;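 also: plate controls were DMSO neutral control for no effect and GW8510 at 10 µM for full effect; many of its hits are not listed in these tables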
# Target sequence (Q00535 whole entry, looked up): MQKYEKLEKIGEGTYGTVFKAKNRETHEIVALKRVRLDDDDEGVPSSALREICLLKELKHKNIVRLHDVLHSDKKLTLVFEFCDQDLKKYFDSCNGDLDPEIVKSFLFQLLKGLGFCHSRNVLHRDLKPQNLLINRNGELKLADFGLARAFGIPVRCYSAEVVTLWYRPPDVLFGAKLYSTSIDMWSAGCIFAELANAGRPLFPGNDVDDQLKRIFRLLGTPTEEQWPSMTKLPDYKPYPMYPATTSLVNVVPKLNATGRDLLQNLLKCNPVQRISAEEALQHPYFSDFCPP
# Target sequence (Q15078 whole entry, looked up): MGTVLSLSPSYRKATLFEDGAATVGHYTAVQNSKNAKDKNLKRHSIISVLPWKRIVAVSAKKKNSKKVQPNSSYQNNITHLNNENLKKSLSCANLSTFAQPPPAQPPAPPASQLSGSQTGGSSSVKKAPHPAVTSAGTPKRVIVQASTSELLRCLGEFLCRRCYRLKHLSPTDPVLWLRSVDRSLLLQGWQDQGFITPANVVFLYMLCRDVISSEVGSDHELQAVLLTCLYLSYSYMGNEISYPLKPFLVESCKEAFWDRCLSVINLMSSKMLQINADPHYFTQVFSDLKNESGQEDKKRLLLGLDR
# SUMO Mot1 rescue = blocks SUMOylation pathway, rescuing yeast Mot1-301 growth. 320,000 tested, 1% active. S. cerevisiae Mot1-301 growth rescue, ATP luminescence, 38.5C; percent above DMSO median, 100 means doubled. growth rescue, % at 18.8 µM;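 active = every valid replicate shows activation above 250% relative to neutral control wells; inactive = the rest, any valid replicate at or below 250%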;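 also: OY570 slx delta 5 strain wells were the positive control but not used for scaling; some compounds called inactive have numbers as strong as hits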
# NSD2 inh = inhibitors of human histone methyltransferase NSD2. 310,000 tested, 0.54% active. O96028. NSD2 peptide methylation, AlphaScreen, 120 min. inhibition, % at 12.5 µM; in the data active = inhibition above about 50%
# Arr AP2 block = human beta-arrestin and AP2 interaction inhibition; FITC-arrestin peptide / GST-AP2 beads, flow cytometry; AP2 beta2 appendage carries R879A mutation; inhibition, % at 10 µM; 340,000 tested, 0.31% active; AID 504490;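 active = inhibition above a set limit, near 3 SD of compounds lacking own fluorescence, cut at about 54% in these data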;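 also: plate controls were DMSO wells for no effect and 5 µM unlabelled arrestin peptide for full effect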
#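 system = GST-tagged AP2 beta2-adaptin appendage (R879A) on 4 µm glutathione beads | reagent = FITC-labelled arrestin peptide probe, 50 nM final | schedule = compound with beads 12 min RT, then probe 1 h RT | signal = HyperCyt-sampled flow cytometry, FL1 channel, ex 488/em 535 nm | read-out = percent response from loss of bead-bound FITC fluorescence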
# SR-BI HDL uptake = mouse SR-BI HDL lipid transfer inhibition; Q61009; ldlA[mSR-BI] CHO cells, DiI-HDL uptake fluorescence, 3 h; inhibition, % at 12.5 µM; 320,000 tested, 0.96% active;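 active = mean replicate inhibition of at least 70% and a set share of replicates each scoring 70 or more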;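 also: 0% = median of neutral control wells and 100% = median of positive control wells; values of inactives mirror those of a sister screen read the other way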
# PKA-R2B act = activates the human PKA-R2B holoenzyme complex; PKA-R2B holoenzyme dissociation, Cy5-IP20 fluorescence polarization; R2B truncated from residue 108, S112A mutant; 0% DMSO only, 100% 113 µM cGMP; P22694+P31323; 340,000 tested, 0.079% active; activation, % at 11.4 µM;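 active = activation above a cutoff set at the mean over all compounds plus 3 SD, cut at about 18% in these data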;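 also: higher means more holoenzyme dissociation and a rise in polarization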
# dFosB activator = activators of mouse delta FosB homodimer. P13346. purified delta FosB, TAMRA-CDK5 oligo fluorescence polarization; percent of positive-control signal above neutral wells. activation, % at 25 µM. 340,000 tested, 0.99% active;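 active = mean activation above about 17%, with every replicate also reaching it, limit read from the data, passing the limit was not always enough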;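 also: fluorescence polarization rise as delta FosB binds a TAMRA Cdk5 AP-1 oligo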
# Target sequence (P13346 whole entry, looked up): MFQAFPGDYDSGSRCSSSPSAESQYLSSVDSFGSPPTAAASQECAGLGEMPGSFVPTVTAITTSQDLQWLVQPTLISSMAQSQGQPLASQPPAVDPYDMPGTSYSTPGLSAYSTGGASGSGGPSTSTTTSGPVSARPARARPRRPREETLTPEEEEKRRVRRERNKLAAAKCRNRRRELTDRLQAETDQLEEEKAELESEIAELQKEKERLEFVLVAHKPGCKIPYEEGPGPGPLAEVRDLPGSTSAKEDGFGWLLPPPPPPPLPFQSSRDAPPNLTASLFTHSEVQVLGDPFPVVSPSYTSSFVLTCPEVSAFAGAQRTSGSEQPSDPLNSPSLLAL
# Active calls of the source: *; · = not tested or not shown.
SMILES,MITF TRPM1 HTS,Pemphigus Ab inh,SR-BI uptake up,PKA-R1A act,CDK5 inh,SUMO Mot1 rescue,NSD2 inh,Arr AP2 block,SR-BI HDL uptake,PKA-R2B act,dFosB activator
O=C(CCn1c(=S)oc2ccccc21)Nc1cc([N+](=O)[O-])ccc1F,1,93,-36,-11,-1.1,7,-4,30,36,5,-6
CC[C@@]12C(=O)N(c3cccc(C)c3)C(=O)N1[C@H](c1ccc(OC)cc1)[C@@H]1C(=O)N(C(C)(C)C)C(=O)[C@@H]12,-1,100,29,7,0.2,-26,·,-6,-29,-2,5
C[C@H](NC(=O)c1ccccc1Cl)C(=O)OCc1cn2cc(Cl)ccc2n1,3,120,5,-13,-0.7,-17,3,-14,-5,-18,3
COc1ccc(S(=O)(=O)N2CCN(C(=O)NCc3ccc(OC)c(OC)c3)CC2)cc1,16,111,9,8,-0.4,195,-4,-3,-9,9,-2
CC1CCCC(C)N1CCCNC(=O)C1CCCN(c2ncnc3c2nc2n3CCCCC2)C1 (configuration not stated),7,104,6,11,-0.3,107,-10,17,-6,-3,0
COCCNC(=O)C12CC3CC(C1)CC(c1ccccc1)(C3)C2,-3,100,21,-1,0.4,186,3,14,-21,1,-8
Cc1nnc(-c2cnn(C)c2N)n1Cc1ccc2c(c1)OCO2,8,104,15,-3,0.1,-4,-1,34,-15,-6,4
Cc1cc(S(=O)(=O)NC2CCCCC2)ccc1OCC(=O)NCC1CCCO1 (configuration not stated),2,102,0,-9,0.2,4,5,50,0,-11,6
CN(C)C1CCN(C(=O)c2cccc(OC3CCN(S(=O)(=O)N(C)C)CC3)c2)C1 (configuration not stated),4,105,9,-6,-6.6,-10,0,-12,-9,-5,-3
S=c1[nH]nc([C@@H]2C[C@H]2c2ccccc2)n1-c1ccccc1,4,91,19,-8,-0.1,-1,-1,-11,-19,-11,-4
CCN(CC)S(=O)(=O)c1ccc(NC(=O)CCC2CCCCC2)cc1,3,112,-27,6,0.1,6,-1,12,27,-3,-14
O=c1cc(NCc2ccco2)[nH]c(=O)n1-c1ccc(Br)cc1,-2,105,21,8,1.7,4,4,2,-21,-7,-15
O=C(Nc1cccc(S(=O)(=O)N2CCCCC2)c1)c1ccc2c(c1)OCO2,-12,98,-9,-12,0.2,-8,-2,5,9,-24,5
CC/C(=N\NC(=S)Nc1ccc(OC)cc1)c1ccc(OC(F)F)cc1,5,88,-15,-2,-0.7,-4,-2,-4,15,-12,-5
COc1ccc(/C=C2\SC(=O)N(CCNC(=O)C3=COCCO3)C2=O)cc1,39,104,-26,-7,-4.2,-3,-5,-2,26,4,-6
CCCCN(C)C1=CC2=CC(=C(C#N)C#N)CCC2CC1 (configuration not stated),-6,909,-35,-6,0.8,-5,0,·,35,2,-15
CCOc1ccc(NC(=S)NN2C(C)CCCC2C)cc1 (configuration not stated),-10,81,11,-4,-0.1,-16,1,-1,-11,6,0
O=C(Nc1ccc2oc(=O)ccc2c1)c1ccc(-c2ccc(Cl)cc2)o1,5,·,1,-7,2.6,20,0,11,-1,-9,10
CC[C@]1(C(=O)OC)[C@H]2C(=O)N(C)C(=O)[C@H]2[C@H]2CN=C(SCc3ccc(C#N)cc3)N21,-13,113,16,-4,9.3,·,·,-8,-16,-7,-5
Cc1ccc(NC(=O)c2ccc(F)cc2F)cc1,60,96,0,10,-1.0,10,·,16,0,-5,-5
Cc1ccc(CSc2ncnc3c2cnn3Cc2ccccc2)cc1C,11,95,-2,4,1.5,0,-4,-2,2,-4,0
COc1ccccc1-n1cnnc1SC1CCOC1=O (configuration not stated),-1,100,-6,6,-1.4,-17,0,1,6,11,2
O=C1NCCCC1C(=O)N/N=C/c1ccc(Cl)cc1 (configuration not stated),19,·,-2,0,-1.0,20,1,-12,2,0,2
CCCOC(=O)/C(=C\c1ccc([N+](=O)[O-])o1)NC(=O)c1ccccc1,-39,102,6,1,-0.1,-7,0,5,-6,14,-2
Cc1sc(-n2c(C)cc(/C=C3\SC(=S)NC3=O)c2C)c(C#N)c1C,-13,97,25,-13,1.5,-3,22,24,-25,-2,-5
N#Cc1ccccc1Cn1c(=O)n(C2CCCC2)c(=O)c2ccccc21,18,·,-10,6,·,28,-8,3,10,9,-7
S=C1NC(c2ccccc2)=NCN1c1ccccc1,·,105,32,-3,0.2,10,-1,-3,-32,-11,1
O=C(CCCN=C1NS(=O)(=O)c2ccccc21)OCC(=O)c1ccccc1,6,101,16,-2,-1.3,-20,8,30,-16,7,-10
COc1ccc(S(=O)(=O)N2CC(=O)Nc3ccccc32)cc1C,-1,96,10,-4,-2.0,618,0,19,-10,-1,4
CCOC(=O)c1[nH]c(C)c(C(=O)OCC(=O)NCc2ccc(OC)c(OC)c2)c1C,0,107,-26,-13,1.4,-8,-2,-11,26,8,3
N#CC1=C2SCN(Cc3ccccc3)CN2C(=O)CC1c1ccc2c(c1)OCO2 (configuration not stated),·,97,-2,-6,-0.6,11,0,15,2,2,-6
N#Cc1c(NC(=O)c2ccncc2)sc2c1CCC2,15,94,8,0,-1.4,4,57*,27,-8,-5,-13
COc1ccc(OC)c(S(=O)(=O)NC2CCCCC2)c1,-9,104,13,6,2.9,·,-1,-5,-13,2,-7
Cc1cc(C)c(S(=O)(=O)/N=C2/C=C(SCC(=O)O)C(=O)c3ccccc32)cc1C,-50,106,-13,1,11,·,·,28,13,-9,-10
Cc1cc(C)c(S(=O)(=O)Nc2ccccc2C(=O)N2CCOCC2)c(C)c1,7,116,8,-11,-0.6,-5,-2,-15,-8,3,-5
CN(C(=O)/C=C/c1ccc2c(c1)OCO2)c1ccccc1,11,95,6,1,1.2,·,0,27,-6,0,3
Cc1cc(C)nc(NC(=NCCc2c[nH]c3ccccc23)NC(=O)C(C)(C)C)n1,·,104,-10,-3,3.9,7,-2,-6,10,-18,-1
Cc1ccc(C)c(S(=O)(=O)N2CCN(C(=O)Cn3[nH]c(=O)c4ccccc4c3=O)CC2)c1,1,102,-8,-4,1.9,-9,-1,-12,8,12,-6
CC(C)(C)NC(=S)NCCc1ccccc1,74,101,14,4,-2.9,-4,0,1,-14,-11,-1
CCOC(=O)c1sc(NC(=O)Cn2nnc3sc4c(c3c2=O)CCC(C(C)(C)C)C4)nc1C (configuration not stated),0,101,42,-1,-6.3,-8,-1,0,-42,-8,-4
COC(=O)C(Cc1cnc(Cl)s1)(C(=O)OC)c1ccccc1[N+](=O)[O-],2,104,5,-7,0.3,-5,1,11,-5,-8,-5
CCCN=C1N(C)C[C@@H]2[C@@H]3C(=O)N(C)C(=O)[C@@H]3[C@](Cc3ccccc3)(C(=O)OC)N12,4,101,-15,-4,-3.0,·,·,-2,15,-3,5
COc1cc(C)c(CNc2cccc(C)c2)cc1C,-7,129,-9,-3,-2.1,-10,-3,20,9,-6,4
Cc1cc(C)n2nc(C(=O)Nc3nccs3)nc2n1,59,100,17,-5,0.2,3,0,-2,-17,-2,0
Cc1ccc(CNc2ccc(CNc3ncn[nH]3)cc2)cc1,19,94,15,-7,-1.3,78,1,11,-15,4,-1
O=C1CSC(=Nc2cccc([N+](=O)[O-])c2)N1,2,107,10,-9,0.0,-10,0,2,-10,4,-2
O=C(O)CCCC(=O)Nc1cccc(C(=O)Nc2ccccc2C(=O)O)c1,-9,107,1,-4,3.1,19,-1,0,-1,-7,4
COc1ccc(S(=O)(=O)N2CCOCC2)cc1NC(=O)CN1CCCCCC1,-11,99,2,-6,0.2,-19,·,-3,-2,-3,1
Cc1sc2nc(CSCC(=O)N(CCC#N)c3ccccc3F)[nH]c(=O)c2c1C,-11,106,8,5,-0.1,·,-2,-4,-8,-12,-7
O=C1/C(=C\c2ccc(O)c(O)c2)N=C2CCCCCN12,52,100,8,-4,-0.4,·,18,38,-8,-8,4
Cc1nnc(NC(=O)c2cccc(F)c2)s1,6,105,5,-8,-3.4,-5,5,6,-5,-14,-6
CCOC(=O)n1c(=O)n(C)c2ccc(Br)cc21,0,99,-2,4,0.5,-19,5,-6,2,5,-8
COC(=O)c1ccc(CNC(=O)COC(=O)/C=C/c2cc(OC)c(OC)c(OC)c2)cc1,0,61*,-32,0,-4.8,-11,0,-5,32,-7,5
C/C(NCCCn1ccnc1)=C(\C#N)C(N)=O,0,103,23,-4,-0.4,12,·,-2,-23,-5,-1
COc1cccc(CNC(=O)c2c(C)nn(-c3ccccc3)c2C)c1,-2,·,-5,-9,0.9,-9,-4,15,5,-12,-9
Cc1ccc(N)c2c1OCCC2=O,-6,94,-23,2,3.0,590,0,-1,23,-13,0
Cc1cc(C)cc(CC2CC(=O)N(c3nc(C)cc(C)n3)C2=O)c1 (configuration not stated),8,·,29,1,-0.7,-19,1,-7,-29,-2,-5
CC(C)COCC1CC2(CC(C)C(=O)CC2=O)C(=O)O1 (configuration not stated),-2,108,-8,-17,-4.0,-8,2,11,8,-2,0
CCN(CC)CC(O)COc1ccc2c(c1)c(C(C)=O)c(C)n2-c1ccccc1 (configuration not stated),·,96,8,-4,-0.4,-4,19,-7,-8,-12,-5
O=C(CNC(=O)c1ccco1)NCC(=O)OCc1c(F)cccc1Cl,-11,103,17,-1,1.8,-8,4,-11,-17,5,-1

# The results go on.
SMILES,MITF TRPM1 HTS,Pemphigus Ab inh,SR-BI uptake up,PKA-R1A act,CDK5 inh,SUMO Mot1 rescue,NSD2 inh,Arr AP2 block,SR-BI HDL uptake,PKA-R2B act,dFosB activator
Cc1ccc(NC(=O)CC(=O)Nc2ccc(C)c(C)c2)cc1C,15,94,-2,-2,0.9,11,-3,-17,2,2,3
CC(C)(C)OC(=O)NCC(=O)Oc1cc2oc(=O)cc(-c3ccccc3)c2cc1Cl,18,102,-10,-2,0.9,30,·,-6,10,2,-1
COc1ccc(NC2=C(C(C)=O)C(c3ccc4c(c3)OCO4)C(C(C)=O)C(C)(O)C2)cc1 (configuration not stated),-12,108,-2,-7,-1.3,-18,14,3,2,-11,-6
COc1cc(NCCCCCCCN)c2ncccc2c1,-6,102,-8,-2,5.2,41,·,34,8,0,1

# Not a hit list; about 4.7% have a hit in one of these screens.
